High-throughput results from PubChem.
N-glyco inh = blocks N-linked glycosylation in D54 reporter cells; D54 ERlucT glycosylation luciferase reporter, 24 h; percent of 100 nM tunicamycin response; reporter increase, % at 12.5 µM; 360,000 compounds, 0.23% hits;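 active means mean luciferase reporter signal, scaled so untreated is 0 and the glycosylation-blocking control 100, at or above a set limit in every replicate; inconclusive means mean reaches the limit but not every replicate does; inactive means mean below the limit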;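 further: luciferase carries N-glycosylation sites so blocking glycosylation raises the light; 0% = median of neutral control wells and 100% = median of 100 nM tunicamycin wells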
MC4R ag barr = human MC4R agonism via beta-arrestin; P32245; U2OS MC4R beta-arrestin complementation, luminescence; percent of melanotan II response, DMSO zero; activation, % at 8.9 µM; 360,000 compounds, 0.98% hits;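 active means activation above a per-plate cutoff, the mean activation of sample wells on that plate plus 3 SD, cut at about 8% in these data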
NOD2 RIPK2 PPI = inhibitors of human NOD2-RIPK2 interaction; CHO BLA complementation NOD2-RIPK2, CCF4 ratio; 360,000 compounds, 0.38% hits; inhibition, % at 4.98 µM; AID 624267; in the data active means inhibition above about 21%;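 further: 0% = vehicle only and 100% = reference blocker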
Vif inh = blocks HIV Vif function | 340,000 compounds, 0.35% hits | HEK293T cells, Vif self-association by quenched fluorescence, imaging, 24 h | inhibition, % at 7.49 µM; in the data active means inhibition above about 50%, passing the limit was not always enough; inconclusive means no clear call, values can overlap the other calls; inactive means below about 31%; further: some results filed as inactive read as strong as hits
TLR9-MyD88 inh = TLR9-MyD88 interaction inhibition. CHO BLA complementation TLR9-MyD88, CCF4 FRET ratio. inhibition, % at 4.98 µM. 340,000 compounds, 0.21% hits. AID 504734;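 active means inhibition above the mean over all tested compounds plus 3 SD, cut at about 21% in these data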;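 further: 0% = DMSO only wells and 100% = clavulanate BLA inhibitor control wells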
Target sequence (Q99836 whole entry, looked up): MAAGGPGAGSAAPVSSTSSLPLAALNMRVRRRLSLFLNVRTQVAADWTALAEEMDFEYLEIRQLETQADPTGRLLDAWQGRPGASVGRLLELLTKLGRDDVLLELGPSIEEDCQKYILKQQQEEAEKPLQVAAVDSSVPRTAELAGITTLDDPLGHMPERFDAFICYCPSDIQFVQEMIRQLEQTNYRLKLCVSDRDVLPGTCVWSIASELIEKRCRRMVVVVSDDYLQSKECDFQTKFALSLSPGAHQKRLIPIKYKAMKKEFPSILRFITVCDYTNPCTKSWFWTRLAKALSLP
Target sequence (Q9NR96 whole entry, looked up): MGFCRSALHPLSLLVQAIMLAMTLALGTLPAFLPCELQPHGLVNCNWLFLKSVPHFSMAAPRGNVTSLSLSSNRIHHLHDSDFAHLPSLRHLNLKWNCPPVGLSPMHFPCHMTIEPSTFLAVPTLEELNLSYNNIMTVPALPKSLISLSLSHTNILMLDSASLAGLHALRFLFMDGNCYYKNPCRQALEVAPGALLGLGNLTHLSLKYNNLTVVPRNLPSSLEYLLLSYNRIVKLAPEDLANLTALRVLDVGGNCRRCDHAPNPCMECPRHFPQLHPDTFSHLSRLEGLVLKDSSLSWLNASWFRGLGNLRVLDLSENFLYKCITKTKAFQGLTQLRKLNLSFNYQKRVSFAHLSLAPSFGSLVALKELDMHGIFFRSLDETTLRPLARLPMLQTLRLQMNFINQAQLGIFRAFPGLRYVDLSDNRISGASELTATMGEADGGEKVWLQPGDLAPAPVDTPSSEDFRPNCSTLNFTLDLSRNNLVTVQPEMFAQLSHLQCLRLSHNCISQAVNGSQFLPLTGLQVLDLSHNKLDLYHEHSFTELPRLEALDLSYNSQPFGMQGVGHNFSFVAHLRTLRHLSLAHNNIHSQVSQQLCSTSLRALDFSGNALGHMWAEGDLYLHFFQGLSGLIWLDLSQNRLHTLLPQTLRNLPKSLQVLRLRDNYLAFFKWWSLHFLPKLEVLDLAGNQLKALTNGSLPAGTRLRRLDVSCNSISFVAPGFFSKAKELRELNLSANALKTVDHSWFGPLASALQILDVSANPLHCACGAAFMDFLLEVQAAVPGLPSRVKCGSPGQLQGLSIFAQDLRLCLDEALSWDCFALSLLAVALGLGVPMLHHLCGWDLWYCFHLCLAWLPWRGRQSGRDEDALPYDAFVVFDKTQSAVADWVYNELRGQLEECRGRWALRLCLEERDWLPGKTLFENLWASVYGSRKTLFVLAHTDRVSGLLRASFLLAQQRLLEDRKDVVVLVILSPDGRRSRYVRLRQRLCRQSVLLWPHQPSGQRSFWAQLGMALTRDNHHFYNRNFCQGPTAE
aDG glyco up = alpha-DG glycosylation activation. Pro5-aDG cells, alpha-DG glycosylation AlphaScreen (IIH6); 0% Pro5, 100% B10-LARGE cell signal. activation, % at 10 µM. 360,000 compounds, 0.22% hits;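 active means activation of at least 8% versus controls, or a plate z-score of at least 8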;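 further: Pro5 are CHO cells carrying HIG-tagged alpha-DG that lacks glycosylation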
ABCB6 inh 2 = inhibitors of human ABC transporter ABCB6. K562-ABCB6 porphyrin accumulation, flow cytometry, 1 h; stronger effect = lower value. fluorescence ratio to DMSO, % at 10 µM. 360,000 compounds, 0.19% hits;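 active means fluorescence ratio to DMSO below 75%, the collection mean minus 3 SD; inconclusive means too few cells collected in the well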;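 further: signal is porphyrin accumulated inside mitochondria; 100% equals median channel fluorescence of DMSO control wells; lower ratio means ABCB6 inhibition with less porphyrin fluorescence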
ABHD5 PLIN5 PPI = blocks binding of human ABHD5 to perilipin-5. inhibition, % at 4 µM. Q00G26+Q8WTS1. 360,000 compounds, 0.78% hits. Split G. princeps luciferase complementation, luminescence, 4 h;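 active means inhibition above the mean inhibition across every tested compound plus 3 SD, cut at about 22% in these data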;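 further: 0% = DMSO only wells and the 100% control is not disclosed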
Granule exo inh = lytic granule exocytosis inhibition; TALL-104 LAMP-1 surface exposure, flow cytometry; cells stimulated with thapsigargin and PMA; inhibition, % at 10 µM; 360,000 compounds, 0.66% hits; AID 651702;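 active means inhibition above about 55%, limit read from the data; inconclusive means no clear call, values can overlap the other calls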
MC4R antag cAMP = antagonists of human melanocortin 4 receptor (MC4R); MC4R-expressing cells, MTII-stimulated cAMP, LANCE TR-FRET; inhibition, % at 6.5 µM; 360,000 compounds, 0.48% hits;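 active means inhibition above its plate's cutoff, the mean of tested wells on that plate plus 3 SD, cut at about 29% in these data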;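 further: 0% = Melanotan II alone and 100% = Melanotan II plus saturating MCL0020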
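System: U2OS cells stably expressing human melanocortin 4 receptor (MC4R). Reagent: Melanotan II challenge after compound preincubation. Doses: 6.5 µM. Times: 30-min compound, 1-h challenge, 1-h detection, room temperature. Measured by: TR-FRET with Eu-cAMP and labeled anti-cAMP, 671 nm. Replicates: singlicate.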
Numbers without * were called inactive; ? = inconclusive; · = no result given. This is a subset. The share of hits here may be higher or lower than overall.

SMILES	N-glyco inh	MC4R ag barr	NOD2 RIPK2 PPI	Vif inh	TLR9-MyD88 inh	aDG glyco up	ABCB6 inh 2	ABHD5 PLIN5 PPI	Granule exo inh	MC4R antag cAMP
Cc1cc(Cl)ccc1N(CC(=O)NCc1ccccc1)S(C)(=O)=O	2	-2.5	2	-2	3	-0.2	99	3	-3	8
CCCCOC(=O)Nc1ccc(C(C)C)cc1	-2	-1.5	-2	-3	3	0.3	99	-1	-2	5
O=[N+]([O-])c1ccc(S(=O)(=O)c2ccccc2)nc1	-16	-3.7	78*	-4	3	-0.2	101	54*	34	5
CCC(c1nnc(SCC(=O)N2CC(=O)Nc3ccccc32)n1Cc1ccccc1)N(C)C (configuration not stated)	-1	-0.4	0	-3	-4	-0.2	96	-4	1	0
CN(C)C(=O)N1CCCC(C(=O)NCc2cccs2)C1 (configuration not stated)	2	-0.3	-3	25	4	-0.3	95	-9	2	13
O=c1[nH]c2cc3c(cc2cc1CN(CCO)S(=O)(=O)c1ccccc1)OCCO3	12	-0.4	2	2	7	-0.1	97	0	-2	5
CCOc1ccc(CCNC(=O)c2ccc(CS(=O)Cc3ccc(Cl)cc3)o2)cc1OCC (configuration not stated)	0	-1.7	-5	-9	-8	1.1	99	3	3	2
CCCCNC(=O)C(CC)(ONc1ccccc1C(F)(F)F)c1ccccc1 (configuration not stated)	-4	0.4	-2	-4	1	0.0	99	-15	7	4
Cc1nc(N)sc1N=Nc1c(C)n(C)n(-c2ccccc2)c1=O	2	-0.5	-11	6	-2	0.0	96	-9	0	-14
COc1cc(/C=C/C(=O)OCC(=O)NC(=O)NCc2ccccc2)ccc1OCC#N	2	-2.0	-2	-7	8	0.6	96	-2	7	22
CCCN1CCN(CCCNC(=O)c2ccc3c(Cl)c4c(nc3c2)CCCC4)CC1	-8	0.1	-1	-7	-8	1.2	99	-5	20	3
O=c1cc(CN2CCN(c3cccc(Cl)c3)CC2)c2cc(O)c(-c3ccccc3)cc2o1	-6	-1.4	-4	1	-1	0.0	100	5	0	5
C=CCOC(=O)c1ccccc1C(=O)OCC=C	0	0.9	-13	6	-6	-0.3	97	2	2	1
CC(=O)OCC(=O)[C@@]1(O)CC[C@H]2[C@@H]3CCC4=CC(=O)C=C[C@]4(C)[C@H]3[C@@H](O)C[C@@]21C	-1	-0.8	-1	-6	3	-0.2	98	6	2	10
Cc1[nH]c2ccc(F)cc2c1CCN(Cc1cccnc1)C(=S)NC(C)(C)C	-5	-1.9	-6	-12	-13	0.1	99	1	6	3
COC(=O)c1cc(C(=O)OC)cc(-n2c(C)cc(C(=O)CC#N)c2C)c1	-1	1.4	-6	2	-3	0.2	105	-3	4	22
CC(=O)c1cccc(N2C(=O)CC(N3CCN(S(=O)(=O)c4ccc(Cl)cc4)CC3)C2=O)c1 (configuration not stated)	0	-1.3	2	22	0	0.1	93	2	1	-1
Cc1ccc(NC(=S)Nc2ccccn2)c(C)c1	-4	-1.2	1	-13	3	0.2	100	2	-7	7
COc1cc(OC)c(NC(=O)c2ccc3c(SCC(=O)O)c4c(nc3c2)CCCC4)cc1Cl	-4	-2.8	-11	-5	-3	-0.2	99	7	-1	-7
CCOc1ccc(S(=O)(=O)Nc2cccc(C(=O)NCC(c3ccc(OC)cc3)N3CCOCC3)c2)cc1 (configuration not stated)	-3	-2.0	-6	-14	-2	0.0	92	-5	0	-6
O=C1CC(N2CCN(CCc3ccccn3)CC2)C(=O)N1c1ccc(Cl)cc1 (configuration not stated)	2	-1.0	3	·	1	0.1	112	1	-2	7
COc1ccc(OC)c(-n2c(=S)[nH]c3cc(C(=O)N4CCN(c5ccccc5)CC4)ccc3c2=O)c1	0	-4.0	12	-6	-9	-0.1	93	-1	-1	4
COc1cccc(NC(=O)Cc2csc(NC(=O)Nc3ccccc3OC)n2)c1	-2	-4.9	-6	-4	-2	0.0	95	-5	4	7
COc1ccc(CN(C)C(=O)/C=C/[C@H]2O[C@@H](n3cc(C)c(=O)[nH]c3=O)C[C@@H]2O)cc1OC	1	·	-2	3	·	0.1	99	1	-4	·
CCN(CC(=O)Nc1ccc(NC(C)=O)cc1)C(=O)c1ccc2ccccc2c1	1	-1.8	-6	4	-3	-0.1	104	1	-2	1
COc1ccc(OC)c(NC(=O)NCCN2CCN(c3ccccc3)CC2)c1	0	-1.1	-1	·	-6	-0.1	98	-36	12	-1
CCOC(=O)CCCNC(=O)CN1CCC(c2nc3ccccc3s2)CC1	1	-1.0	-13	-9	-3	0.0	96	2	-5	2
COc1cc(O)oc1C=Nc1ccc(Cl)cc1	3	1.9	-5	15	1	-0.1	111	7	-2	2
C=CCc1cccc(CNc2cnc3ccccc3c2)c1O	-2	4.7	3	-9	0	1.4	91	-3	2	-1
COc1ccccc1NC(=O)c1ccc(NC(=O)c2nc3nccc(C)n3n2)cc1	2	-1.2	2	?	-8	0.2	102	-1	24	14
Cc1ccccc1/C=N/N=C1/NC(=O)CCS1	2	-2.9	-4	-1	0	-0.1	97	1	0	-1
Cc1ccc(SCC(=O)c2c(C)nc3cc(C)ccn23)cc1	-5	-2.1	4	?	5	0.9	84	1	-1	-3
Cc1ccc(-n2sc3ccccc3c2=O)cc1	-5	-0.2	15	2	5	0.6	87	31*	74*	2
Nc1nonc1-n1nnc(C(=O)N/N=C/c2ccc(OCc3ccc(F)cc3)cc2)c1COc1ccccc1	-1	19*	-13	24	-4	-0.3	97	-12	0	20
COc1ccc(C2C(C#N)=C(N)N(c3ccccc3)C3=C2C(=O)CCC3)cc1Cn1cc([N+](=O)[O-])cn1 (configuration not stated)	-2	-1.7	7	13	8	0.1	93	-5	6	3
COc1ccc(NC(=O)N2CCc3cc(OC)c(OC)cc3C2)cc1	1	-1.0	-2	-2	-9	-0.1	93	-1	-18	-5
CCC(C)c1ccc(NC(=S)NCc2cccnc2)cc1 (configuration not stated)	1	3.9	5	-7	-15	0.5	102	-4	24	16
Cc1cc(Cl)ccc1OCCCC(=O)N1CCOCC1	1	-2.1	-2	22	1	0.1	89	-2	1	5
Cc1onc(-c2ccccc2)c1C(=O)N1CCN(Cc2ccc3c(c2)OCO3)CC1	-3	-2.5	-8	24	6	0.2	100	-7	-2	12
Cn1cc(SCC(=O)Nc2nccs2)c2ccccc21	-2	-1.0	-7	-6	-4	-0.3	98	-15	1	-4
CCOc1ccc(N/C(N)=N/c2nc(CSc3nnnn3-c3ccccc3)cc(=O)[nH]2)cc1	-1	0.1	-7	3	-3	-0.2	92	0	5	4
COc1cc(/C=N/NC(=O)c2nc3ccccn3c2C)cc(OC)c1O	5	-1.9	-2	-2	10	-0.1	101	4	4	7
O=C1CC(c2ccccc2)=Nc2ccccc2N1Cc1ccccc1	-2	-1.0	8	-1	-1	0.1	107	-9	-2	-2
CCCCN(C(=O)c1cc(S(=O)(=O)N2CCOCC2)ccc1N1CCOCC1)c1ccccc1	-6	1.5	-3	·	1	-0.1	93	2	14	-2
Cc1cc(NC(=O)CN2C(=O)NC(C)(c3ccccc3)C2=O)no1 (configuration not stated)	0	-0.5	-8	·	-3	0.1	98	6	9	10

Reformatted as labelled records: part of the list above
Molecule: COc1ccc(NC(=O)N2CCc3cc(OC)c(OC)cc3C2)cc1
- N-glyco inh: 1
- MC4R ag barr: -1.0
- NOD2 RIPK2 PPI: -2
- Vif inh: -2
- TLR9-MyD88 inh: -9
- aDG glyco up: -0.1
- ABCB6 inh 2: 93
- ABHD5 PLIN5 PPI: -1
- Granule exo inh: -18
- MC4R antag cAMP: -5
Molecule: CCC(C)c1ccc(NC(=S)NCc2cccnc2)cc1 (configuration not stated)
- N-glyco inh: 1
- MC4R ag barr: 3.9
- NOD2 RIPK2 PPI: 5
- Vif inh: -7
- TLR9-MyD88 inh: -15
- aDG glyco up: 0.5
- ABCB6 inh 2: 102
- ABHD5 PLIN5 PPI: -4
- Granule exo inh: 24
- MC4R antag cAMP: 16
Molecule: Cc1cc(Cl)ccc1OCCCC(=O)N1CCOCC1
- N-glyco inh: 1
- MC4R ag barr: -2.1
- NOD2 RIPK2 PPI: -2
- Vif inh: 22
- TLR9-MyD88 inh: 1
- aDG glyco up: 0.1
- ABCB6 inh 2: 89
- ABHD5 PLIN5 PPI: -2
- Granule exo inh: 1
- MC4R antag cAMP: 5
Molecule: Cc1onc(-c2ccccc2)c1C(=O)N1CCN(Cc2ccc3c(c2)OCO3)CC1
- N-glyco inh: -3
- MC4R ag barr: -2.5
- NOD2 RIPK2 PPI: -8
- Vif inh: 24
- TLR9-MyD88 inh: 6
- aDG glyco up: 0.2
- ABCB6 inh 2: 100
- ABHD5 PLIN5 PPI: -7
- Granule exo inh: -2
- MC4R antag cAMP: 12

Other records follow.
SMILES	N-glyco inh	MC4R ag barr	NOD2 RIPK2 PPI	Vif inh	TLR9-MyD88 inh	aDG glyco up	ABCB6 inh 2	ABHD5 PLIN5 PPI	Granule exo inh	MC4R antag cAMP
COc1ccc(-c2nn(C)c(=O)c3ccccc23)cc1NS(C)(=O)=O	23	-1.1	3	15	-1	-0.5	94	0	-2	3
CC(=O)Nc1ccc(OCC(O)Cn2cnc3ccccc32)cc1 (configuration not stated)	0	1.4	-9	5	-2	-0.1	94	-5	0	5
Cc1ccc(CN2C(=O)C(CC(C)C)Nc3ncnc(N4CCCCC4)c32)cc1 (configuration not stated)	0	·	-8	·	·	0.1	98	-9	-3	·
COc1ccccc1S(=O)(=O)N(C)C[C@@H]1OCc2cnnn2CCCC(=O)N([C@H](C)CO)C[C@H]1C	2	-0.8	-12	-1	2	-0.1	103	-2	-2	-3
CN(C)C(=O)CSc1nc2ccc(C(=O)c3ccccc3)cc2[nH]1	-2	-1.6	-6	-3	-11	0.0	96	7	1	20
O=C(Cc1ccccc1)NN1C(=O)c2ccccc2C1=O	1	-3.5	-11	-3	-5	0.1	99	6	-4	-5
CCN(CC)S(=O)(=O)c1ccc(N2CCOCC2)c(NC(=O)c2cccc(C#N)c2)c1	3	0.1	-6	8	9	-0.1	98	9	-5	1
COCCN(CCOC)S(=O)(=O)c1ccc(C(=O)Nc2nnc(COC)o2)cc1	1	-0.6	3	-7	3	-0.2	101	-2	-12	12
CCCc1cc2nnc(SCC(=O)N(C)C3CCCCC3)n2c(N)n1	4	0.3	-7	-9	-8	0.1	95	-10	-2	0
CN(C)c1cc[n+](CC(=O)Nc2ccc(Cl)cc2)cc1	-3	1.4	-3	-2	-9	-0.1	103	10	?	2
CCCNC(=O)C[C@@H]1CC[C@H]2NC[C@H](O)COC[C@@H]2O1	·	·	3	·	·	0.1	·	-6	6	·
Cc1ccc(NC(=O)CCn2c(=O)oc3ccccc32)c(C)c1	0	-1.9	2	14	0	-0.3	100	-1	-3	5
O=C(CSCc1cccc(CSCC(=O)Nc2ccccc2)n1)Nc1ccccc1	-2	-1.8	7	-9	-7	0.5	98	3	-5	10
